GLP1R inv ag = GLP-1 receptor (human) inverse agonism. AID 624417. HEK293 GLP-1R CRE-luciferase, luminescence, 24 h; GLP-1R form is constitutively active. 410,000 tested, 1.6% active. Potency, µM (doses to about 38.3 µM), inactives show top-dose activity change, negative = inhibition, actives largely listed as inhibitors. P43220; also: potency is read from the fitted curve at half-maximal effect; % is scaled to controls: 0 for no effect and ±100 for the full control effect; nearly all actives have a fitted effect of over 55% in size
Target sequence (P43220 whole entry, looked up): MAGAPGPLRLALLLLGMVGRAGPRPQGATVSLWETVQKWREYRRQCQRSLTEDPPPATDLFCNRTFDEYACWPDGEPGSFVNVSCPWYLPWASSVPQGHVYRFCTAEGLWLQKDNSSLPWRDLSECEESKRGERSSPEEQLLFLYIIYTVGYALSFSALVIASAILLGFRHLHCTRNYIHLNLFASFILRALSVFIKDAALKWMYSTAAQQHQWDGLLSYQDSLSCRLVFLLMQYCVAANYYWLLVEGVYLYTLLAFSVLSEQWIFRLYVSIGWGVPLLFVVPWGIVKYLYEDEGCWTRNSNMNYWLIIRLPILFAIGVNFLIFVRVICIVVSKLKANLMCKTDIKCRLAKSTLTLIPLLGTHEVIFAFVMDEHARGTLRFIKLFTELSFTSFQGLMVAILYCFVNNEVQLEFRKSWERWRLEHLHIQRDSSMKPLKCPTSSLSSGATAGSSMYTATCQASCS
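Using stably transfected HEK293 (constitutively active GLP-1R, cAMP-luciferase reporter), compounds were incubated 24 hr and luciferase measured by luminescence.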
aSyn yeast inh = rescues yeast growth from alpha-synuclein toxicity | Yeast expressing alpha-synuclein, growth rescue, BacTiter-Glo, 24 h | Potency, µM (highest dose often 46.1 µM), without a hit: top-dose growth rescue (activation), most hits filed as activators | 370,000 tested, 0.14% active; also: potency is read from the fitted curve at half-maximal effect; % of control where 0% means no effect; nearly all actives have a fitted effect of over 65% in size
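Readout is rescue of growth in alpha-synuclein-expressing yeast, so inhibitors of toxicity appear as activators. Growth after 24 hr at 30 deg C in galactose medium is quantified by luminescence.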
TDP43 rescue = inhibitors of TDP-43 toxicity in yeast | Potency, µM (doses to about 46.1 µM), inactives show at the highest dose growth rescue (activation), most hits filed as activators | TDP-43 expressing yeast growth rescue, BacTiter-Glo, 24 h | 410,000 tested, 1.8% active; also: potency is read from the fitted curve at half-maximal effect; % of control where 0% means no effect; nearly all actives have a fitted effect of over 50% in size
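Yeast expressing TDP-43 (pregrown in raffinose, seeded at OD600=0.02 in galactose medium) exposed to compounds 24 hr at 30 deg C. Growth read by BacTiter-Glo luminescence; rescue of toxicity appears as increased signal.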
HEK293 tox = cytotoxicity counter-screen for GLP-1 receptor inverse agonists | 410,000 tested, 0.13% active | AID 624418 | Potency, µM (top dose mostly 38.3 µM), for inactives: at the highest dose activity change, negative = inhibition, most hits filed as inhibitors | HEK293 cAMP-luciferase reporter cells, luminescence, 24 h;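 also: loss of luciferase light is scored as toxicity; potency is read from the fitted curve at half-maximal effect; % is scaled to controls: 0 for no effect and ±100 for the full control effect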
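Compound-treated cells are incubated 24 hr at 37 deg C under 5% CO2 after a 12 hour attachment period, then luciferase detection reagent is added and luminescence is measured following 12 min at room temperature; lowered signal indicates toxicity.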
pAkt inh = blocks phosphorylation of Akt; 360,000 tested, 0.32% active; activity change, % for hits at 50 µM; Neuro2A IGF-stimulated pAkt S473 HTRF, 20 min; hits give low values; in the data active = activity change below about -80%; inconclusive = mostly about -51% to -80%; also: % is scaled to controls: 0 for no effect and ±100 for the full control effect
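Neuro2A cells (4,500/well, DMEM with 0.5% FBS) were treated with compound at a single 50 µM final concentration, stimulated with 6 nM IGF for 20 min at 37 °C, and lysed. Phospho-Akt Ser473 was read by HTRF as 665/615 ratio ×10^4.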
PTHR1 agonist = PTHR1 (human) receptor agonism. Q03431. HEK293 GP2 PTHR1 cells, GloSensor cAMP luminescence, 1 h. Potency, µM (highest dose often 115 µM), inactives show at the top dose activation, hits mostly activators. 410,000 tested, 0.075% active. AID 743266; also: potency is read from the fitted curve at half-maximal effect; nearly all actives have a fitted effect of over 55% in size; some results filed as inactive show a strong effect at the top dose; inactives centre near -15; many of its hits are not listed in these tables
Target sequence (Q03431 whole entry, looked up): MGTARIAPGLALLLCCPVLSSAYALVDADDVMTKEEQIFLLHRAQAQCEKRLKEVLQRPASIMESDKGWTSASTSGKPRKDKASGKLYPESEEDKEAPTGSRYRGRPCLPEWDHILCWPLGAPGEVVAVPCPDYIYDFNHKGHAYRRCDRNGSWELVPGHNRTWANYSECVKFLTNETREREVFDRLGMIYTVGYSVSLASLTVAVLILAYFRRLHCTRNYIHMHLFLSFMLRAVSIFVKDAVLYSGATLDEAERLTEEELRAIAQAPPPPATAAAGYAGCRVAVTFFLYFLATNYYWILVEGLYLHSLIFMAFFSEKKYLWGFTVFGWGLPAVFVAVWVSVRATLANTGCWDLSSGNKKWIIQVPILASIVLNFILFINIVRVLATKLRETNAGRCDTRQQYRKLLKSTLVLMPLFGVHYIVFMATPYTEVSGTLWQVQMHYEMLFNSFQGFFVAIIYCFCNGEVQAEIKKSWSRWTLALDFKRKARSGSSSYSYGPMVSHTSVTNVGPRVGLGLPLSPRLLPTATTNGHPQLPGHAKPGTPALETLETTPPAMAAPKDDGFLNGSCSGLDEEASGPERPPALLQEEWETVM
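HEK-293-derived GP2 cells expressing PTHR1 and a GloSensor cAMP reporter, 3,000/well, plated overnight, given luciferin plus IBMX (each 0.5 mM as added) for 1 h at 37 °C, then compound for 1 h at 37 °C. Luminescence was read after 15 min at room temperature.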
FUS suppressor = FUS proteinopathy suppression in yeast; Potency, µM (series often up to 76.6 µM), without a hit: at the highest dose growth rescue (activation), most hits filed as activators; S. cerevisiae FUS-expressing, growth rescue, OD600, 24 h; 390,000 tested, 0.24% active;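 also: potency is read from the fitted curve at half-maximal effect; plate controls were DMSO vehicle for no effect and reference control for full effect; nearly all actives have a fitted effect of over 55% in size; some results filed as inactive show a strong effect at the top dose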
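Compound concentration series was pinned onto galactose-induced FUS-expressing yeast seeded at OD 0.005. Plates sat 24hr at 30C; absorbance at 600 nm gave growth. DMSO served as background control.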
Abeta yeast res = compounds reversing amyloid beta toxicity in yeast. yeast expressing A-beta42, growth rescue, OD600, 48 h; response scale: 0% DMSO, 100% iron-clioquinol control. Potency, µM (doses to about 46.1 µM), inactives show at the highest dose growth rescue, most hits filed as activators. 410,000 tested, 0.063% active. AID 1347071; also: potency is read from the fitted curve at half-maximal effect; nearly all actives have a fitted effect of over 55% in size
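Growth rescue measured by 600 nm absorbance after 48 h yeast culture at 30 C with compound. Values normalized between DMSO and an equimolar ferric chloride plus clioquinol control.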
MmCpn inh = blocks the Methanococcus maripaludis chaperonin Mm-Cpn. purified Mm-Cpn ATPase, ADP Transcreener TR-FRET. Potency, µM (top dose mostly 76.9 µM), for the others: at the highest dose activity, negative = inhibition, hits mostly inhibitors. 330,000 tested, 0.031% active; also: potency is read from the fitted curve at half-maximal effect; % is scaled to controls: 0 for no effect and ±100 for the full control effect; nearly all actives have a fitted effect of over 80% in size
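ATP (10 uM final) was added to archaeal chaperonin (25 nM final) after 10 min exposure to test compound at 37°C; after 30 min further incubation, ADP was detected by competitive TR-FRET.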
* hit, by the source's call; i = inactive; ? = inconclusive; nt = no result given; & = joins results of further samples; [ ] = dose if it differs, or a comment. Unless noted, calls follow the shape of the dose curve; as a rule, active = well fitted curve in the direction sought with a large enough effect; inconclusive = small, poorly fitted or top-dose-only effect, or another doubt; inactive = no such curve, though single readings can be large; an effect the other way counts as inactive or inconclusive.

SMILES | GLP1R inv ag | aSyn yeast inh | TDP43 rescue | HEK293 tox | pAkt inh | PTHR1 agonist | FUS suppressor | Abeta yeast res | MmCpn inh
CCOC(=O)C1(C)Oc2ccccc2C(c2ccc(OC)cc2)=C1C(=O)OC (stereo not drawn) | ? | -5.0% | 3.3% | 15.2% | i | -13.2% | 14.5% | 2.9% | 1.8%
Cc1nn2c(N3CCN(C(=O)c4ccco4)CC3)cc(C(C)(C)C)nc2c1-c1ccccc1 | 12.2% | -7.7% | 8.1% | 14.3% | i | -0.1% | -8.8% | -10.0% | -2.3%
O=C(Nc1cccc(O)c1)c1cc(-c2ccccc2Cl)on1 | ? | -14.6% | ? | -5.9% | i | -89.0%[inhibitor] | 6.3% | -9.6% | 1.7%
CC(NCc1ccc(S(N)(=O)=O)cc1)C(=O)N1c2ccccc2CC1C (stereo not drawn) | 0.9% | -5.2% | -13.3% | -3.8% | i | -3.6% | 9.9% | 9.5% | 0.2%
OCC1OC(Oc2c[nH]c3ccccc23)C(O)C(O)C1O (stereo not drawn) | 0.8% | -5.3% | 0.0% | -8.2% | i | i | -44.4% | 0.0% | -2.5%
COc1ccccc1NC(=O)C1CCCN1S(=O)(=O)c1ccc(Cl)cc1 (stereo not drawn) | -23.7% | 4.9% | 16.6% | -4.7% | i | i | 10.4% | -5.4% | 1.9%
COc1ccc(N2CCCC2=O)cc1S(=O)(=O)N1CCOCC1 | 17.6% | -8.7% | -6.6% | 5.8% | i | i | -43.8% | 8.7% | nt
O=c1c2cc(Br)ccc2nc(-c2ccc(Cl)cc2)n1O | 1.4% | -2.1% | -50.7%[inhibitor] | 0.0% | i | -12.1% | 12.4% | -27.8% | -0.7%
COc1cc(CCC(=O)OCC(=O)Nc2ccc(F)c(F)c2F)cc(OC)c1OC | 18.1% | 1.5% | 13.1% | -7.6% | i | i | 23.6% | 13.2% | 3.0%
N[C@@H](Cc1ccc(F)cc1)C(=O)O | -5.9% | 9.2%&1.5% | 24.6% | 4.1% | i | -21.6% | -30.5% | -21.0% | nt
Cc1ccc2c(CC(=O)Nc3c(C(=O)c4ccc(C)c(F)c4)oc4ccccc34)coc2c1 | 9.6% | nt | 10.1% | 0.0% | nt | -2.9% | 7.7% | -11.1% | nt
COC(=O)c1c(NC(=O)C2CC=CCC2C(=O)O)sc(C(N)=O)c1C (stereo not drawn) | -13.4% | 1.1% | 9.2% | -9.7% | i | i | 17.2% | 20.2% | 0.0%
Cc1ccc(S(=O)(=O)NCC(c2ccc(N(C)C)cc2)N2CCc3ccccc32)cc1C (stereo not drawn) | ? | nt | 3.4%[9.22 µM] | 13.2% | nt | i | ? | 9.0% | nt
O=C(NCC1CCCO1)C1CCCN(S(=O)(=O)c2ccc(Cl)cc2)C1 (stereo not drawn) | -11.7% | 5.8% | -2.3% | 7.9% | i | -7.2% | 11.3% | -0.5% | -1.0%
CCOc1cc(/C=N/N=C/c2ccc(O)c(OCC)c2)ccc1O | 4.9% | -2.3% | -10.5% | -24.0% | i | i | 9.2% | 1.0% | 1.9%
COc1ccc(CC(=O)Nc2cccc(C)n2)cc1OC | 21.1% | -1.2% | -18.2% | 2.1% | i | -26.9% | -9.4% | -14.2% | 2.4%
COc1ccccc1NC(=O)Cc1nnc(SCC(=O)NC2CCCCC2)n1C | -7.5% | 5.8% | -22.4% | -0.1% | i | i | 10.3% | 8.1% | -0.2%
Cc1ccc(-c2nnn(CCC(=O)NC3CCCC3)n2)cc1 | 8.4% | -0.8% | 13.5% | -2.6% | i | -15.5%[57.5 µM] | 14.4% | 13.3% | -1.6%
N/C(=N\OC(=O)c1ccc([N+](=O)[O-])cc1)c1ccccn1 | -0.2% | ? | 14.8% | 8.6% | i | -33.6% | -4.3% | -18.3% | -0.2%
CCCCNC(=O)C1(C)CCCCN1C(=O)c1c(C)noc1C (stereo not drawn) | 18.6% | -14.4% | 3.6% | 4.3% | i | -23.5% | -21.7% | -19.0% | nt

Ordered by length of the SMILES (descending): 4 of the compounds above
SMILES | GLP1R inv ag | aSyn yeast inh | TDP43 rescue | HEK293 tox | pAkt inh | PTHR1 agonist | FUS suppressor | Abeta yeast res | MmCpn inh
O=C(NCC1CCCO1)C1CCCN(S(=O)(=O)c2ccc(Cl)cc2)C1 (stereo not drawn) | -11.7% | 5.8% | -2.3% | 7.9% | i | -7.2% | 11.3% | -0.5% | -1.0%
N/C(=N\OC(=O)c1ccc([N+](=O)[O-])cc1)c1ccccn1 | -0.2% | ? | 14.8% | 8.6% | i | -33.6% | -4.3% | -18.3% | -0.2%
Cc1ccc(-c2nnn(CCC(=O)NC3CCCC3)n2)cc1 | 8.4% | -0.8% | 13.5% | -2.6% | i | -15.5%[57.5 µM] | 14.4% | 13.3% | -1.6%
COc1ccc(CC(=O)Nc2cccc(C)n2)cc1OC | 21.1% | -1.2% | -18.2% | 2.1% | i | -26.9% | -9.4% | -14.2% | 2.4%

Going on with the list.
SMILES | GLP1R inv ag | aSyn yeast inh | TDP43 rescue | HEK293 tox | pAkt inh | PTHR1 agonist | FUS suppressor | Abeta yeast res | MmCpn inh
O=C(Cn1cnc2cc([N+](=O)[O-])ccc2c1=O)Nc1ccccc1-c1ccccc1 | -2.1% | 0.6% | 1.1% | -13.4% | i | i | -10.5% | -3.4% | 0.9%
O=C(OCN1C(=O)c2ccccc2C1=O)c1cccc(S(=O)(=O)N2CCOCC2)c1 | 2.5% | 8.9% | ? | -0.2% | i | -11.0% | nt | 1.3% | 1.1%
CCOc1ccc2nc(SCC(=O)Nc3ccc(F)cc3)nc(-c3ccccc3)c2c1 | -12.7% | nt | -14.8% | 0.7% | nt | 0.0% | 5.5% | -17.8% | nt
CCOc1ccccc1OCCCOc1ccc(C)cc1Cl | ? | 4.0% | 17.9% | -2.1% | i | -18.3% | -10.8% | 0.0% | -2.7%
CCOC(=O)C1CCN(C(=S)NC2CCCC2)CC1 | 11.0% | 4.1% | -0.8% | -0.7% | i | i | -1.3% | -11.3% | 0.9%
COc1cccc(CNC(=O)CCCC(=O)NC(C)CCc2ccccc2)c1 (stereo not drawn) | 12.4% | 5.5% | 7.1% | -5.2% | i | i | ? | -15.0% | 0.6%
Cc1cc(C)c(OCC(=O)Nc2ccc(S(=O)(=O)N3CCCC3)cc2)c(C)c1 | -6.8% | -8.7% | -6.6% | 1.1% | i | -47.8%[inhibitor] | 44.1% | 17.2% | 2.9%
Cc1ccc(Cn2c(C(=O)O)c(CNCc3ccc(C)o3)c3ccc(C)cc32)cc1 | -26.8% | nt | 15.8% | -5.3% | nt | i | ? | 0.6% | nt
CC(C)CCNC(=S)Nc1ccc(Br)cc1 | ? | -33.1%[inhibitor] | ? | ? | i | i | nt | -11.1% | ?
CCc1cccc(NC(=O)Cn2c(=O)n(CC(=O)NCCc3ccccc3)c(=O)c3ccccc32)c1 | -9.6% | nt | 3.6% | 0.2% | nt | -39.7%[inhibitor] | -24.1% | -9.3% | nt
Cc1nnsc1-c1c(C(=O)N2CCOCC2)c(C)nn1-c1ccc(Cl)cc1 | 12.6% | 0.6% | -27.1% | 1.8% | i | -8.8% | -5.6% | 3.7% | -2.2%
Cc1nc(-c2ccc(C)c(N3CCN(C(=O)Nc4ccccc4C(F)(F)F)CC3)c2)no1 | -5.9% | 3.3% | 21.4% | -1.6% | nt | -10.9% | -4.8% | 2.3% | nt
CSc1nc2c([nH]c3ccccc32)c(=O)n1-c1ccc(C)cc1 | -6.1% | 14.6% | 17.1% | 9.5% | nt | -49.5%[inhibitor] | -10.2% | -13.7% | nt
c1ccc(-c2ccccc2OCCCCN2CCCCC2)cc1 | ? | -8.6% | -20.9% | -12.6% | i | i | 4.2% | -0.5% | 0.5%
Cc1[nH]c2ccc(C(=O)N3CCN(Cc4ccccc4)CC3)cc2c1C | ? | -0.6% | -15.5% | -0.9% | i | i | 34.1% | -0.9% | -4.4%
CN1CC(=O)N(CC(=O)Nc2cccc(S(=O)(=O)N3CCOCC3)c2)C1=O | 1.2% | -2.8% | -14.9% | 5.9% | i | -3.4% | 17.9% | 5.5% | 1.0%
CCOc1ccc(C2C(C#N)=C(N)N(c3sc4c(c3C#N)CCCC4)C3=C2C(=O)CCC3)cc1 (stereo not drawn) | -4.6% | -1.1% | 6.3% | -15.2% | i | i | 30.5% | -4.4% | 1.5%
CN(c1ccc(C(=O)N2CCN(c3ccc(F)cc3)CC2)cc1)S(C)(=O)=O | 13.3% | 3.8% | 14.2% | 4.7% | i | i | 5.6% | -2.2% | 0.8%
CCn1c(C(=O)N2CCCC(C(=O)O)C2)cc2sccc21 (stereo not drawn) | 14.2% | -0.3% | -10.5% | 81.3%[activator] | nt | -13.2%[57.5 µM] | 4.1% | -0.9% | 0.0%

Entries of single compounds, looked up by structure. Order of values: GLP1R inv ag, aSyn yeast inh, TDP43 rescue, HEK293 tox, pAkt inh, PTHR1 agonist, FUS suppressor, Abeta yeast res, MmCpn inh
Results for O=C(Cn1cnc2cc([N+](=O)[O-])ccc2c1=O)Nc1ccccc1-c1ccccc1 → -2.1%, 0.6%, 1.1%, -13.4%, i, i, -10.5%, -3.4%, 0.9%
Results for COc1cccc(CNC(=O)CCCC(=O)NC(C)CCc2ccccc2)c1 (stereo not drawn) → 12.4%, 5.5%, 7.1%, -5.2%, i, i, ?, -15.0%, 0.6%
Results for Cc1nnsc1-c1c(C(=O)N2CCOCC2)c(C)nn1-c1ccc(Cl)cc1 → 12.6%, 0.6%, -27.1%, 1.8%, i, -8.8%, -5.6%, 3.7%, -2.2%

This is a subset; the hit share may differ from the screen's.
